# OX1R antag-1 – blocks the human orexin 1 receptor; O43613; OX1R-expressing cells, FRET antagonist read-out; inhibition, % at 6.6 µM; 1.8% of 330,000 active; AID 485270; in the data active = inhibition mostly above about 38%, no sharp cut-off; inactive = mostly below about 40%;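 also: 0% = agonist challenge alone and 100% = reference antagonist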
# Target sequence (O43613 whole entry, looked up): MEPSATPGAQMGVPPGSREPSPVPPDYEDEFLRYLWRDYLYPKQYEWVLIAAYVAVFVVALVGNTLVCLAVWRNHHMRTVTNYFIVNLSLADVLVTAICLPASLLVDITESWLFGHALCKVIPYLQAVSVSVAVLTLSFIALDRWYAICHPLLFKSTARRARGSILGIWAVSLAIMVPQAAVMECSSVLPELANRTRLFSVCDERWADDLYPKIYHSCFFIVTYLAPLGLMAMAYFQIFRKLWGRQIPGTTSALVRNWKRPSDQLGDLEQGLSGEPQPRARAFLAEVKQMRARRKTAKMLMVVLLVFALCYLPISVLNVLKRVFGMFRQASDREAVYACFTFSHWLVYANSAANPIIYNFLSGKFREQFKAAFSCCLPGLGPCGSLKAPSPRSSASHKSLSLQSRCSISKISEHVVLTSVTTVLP
# OX1R antag-2 – antagonists of human orexin 1 receptor. 0.43% of 330,000 active. inhibition, % at 5 µM. CHO/OX1R cells, Fluo-8 calcium fluorescence, orexin A. O43613. AID 434989;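 active = inhibition above its plate's threshold, mean inhibition of all tested compounds on the plate plus 3 SD, cut at about 37% in these data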;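 also: 0% = orexin A challenge wells and 100% = SB-334867-A antagonist wells; not every result past the cut was called active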
# Active calls of the source: *.
SMILES | OX1R antag-1 | OX1R antag-2
O=C(CSc1nc(Nc2ccccc2)nc(N2CCOCC2)n1)Nc1ccc(Br)cc1F | 31 | -29
COc1ccc(N2C3=C(C(=O)CC(C)(C)C3)C(c3ccccc3OC)C3=C2CC(C)(C)CC3=O)cc1 | 23 | -19
COc1cccc([C@@H]2Oc3ccc(OC)cc3C(=O)[C@H]2OC(=O)Nc2cc(OC)c(OC)c(OC)c2)c1 | 15 | -12
CCN1C(=O)[C@H]2[C@@H](c3ccc(-c4ccc(Cl)c(Cl)c4)c(OC)c3)N[C@@](Cc3ccccc3)(C(=O)OC)[C@H]2C1=O | 12 | -27
O=S(=O)(c1ccccc1)N1CC=C(c2ccccc2)CC1 | 37 | -14
O=C(CC(c1ccccc1)c1cc(Br)ccc1O)NCCCN1CCOCC1 (centres undefined) | 11 | -23
O=C(Nc1cccc(O)c1)c1cccc(NC(=O)c2cccs2)c1 | 6 | -12
CC1CCN(C(=O)CN2C(=O)NC(c3ccccc3)(c3ccccc3)C2=O)CC1 | -3 | -8
COc1cc2[nH]c(=S)n(CC3CCCO3)c(=O)c2cc1OC (centres undefined) | 4 | -15
CC1(O)CC(=O)N(c2ccccc2)O1 (centres undefined) | 8 | -9
Fc1ccc(Br)cc1C1C=C(c2ccc(Br)cc2)Nc2ncnn21 (centres undefined) | 13 | -13
COc1cc(CC(=O)OCC(=O)Nc2ccc3c(c2)OCO3)cc(OC)c1OC | 19 | -11
CC(C)(C)c1ccc(-c2n[nH]c(=S)n2-c2ccccc2)cc1 | 16 | -10
CCCCCN(C(=O)CCC(=O)OCC(=O)N1CCCCC1)c1c(N)n(CCCC)c(=O)[nH]c1=O | -2 | -6
CCCCOc1cccc(C(=O)N(Cc2cccs2)C2CCS(=O)(=O)C2)c1 (centres undefined) | 28 | -35
COc1ccccc1NS(=O)(=O)c1ccc(Cl)cc1 | 1 | -4
CCOC(=O)c1c(NC(=O)CSc2nncs2)sc(C)c1C | 11 | -20
COc1ccc(Nc2ncnc3nc[nH]c23)cc1OC | 11 | -3
C=CCn1c(O)c(/C=C2\C=NN=C2c2ccccc2)sc1=S | 32 | -5
CCOC(=O)NC(=O)COC(=O)c1ccc(O)cc1 | 6 | -1
O=C(Oc1cccc(NC(=O)c2ccco2)c1)c1cccc(S(=O)(=O)N2CCCC2)c1 | 15 | 0
Cc1ccc(-c2nn(C)c(=O)c3ccccc23)cc1CN1CCOCC1 | 9 | -47
CCOC(=O)c1cc(-c2ccccc2)sc1NC(=O)CC | 22 | -40
Cc1cc2c(OCC(O)CNC3CCCCC3)cccc2[nH]1 (centres undefined) | 7 | -36
COc1ccc(/C=C(\C#N)C(=O)OCC(=O)NCc2ccccc2)cc1 | 13 | -2
Cc1ccnc(N2CCN(c3cc(C)c(C#N)c4nc5ccccc5n34)CC2)c1 | 7 | -27
Cc1ccc(-n2c(SCC(=O)OC(C)C)nnc2-c2ccncc2)cc1 | 26 | -8
CC(C)CCn1c(SC(C)C(=O)NC2CC2)nc2ccccc2c1=O (centres undefined) | 1 | -37
C/C(=N\NC(=O)C(C)n1nc(C)c([N+](=O)[O-])c1C)c1ccccc1O (centres undefined) | 6 | -9
Cc1ccc2c(c1)C1CN(C)CCC1N2C(=O)COc1ccc(N(C)S(=O)(=O)c2cccs2)cc1 (centres undefined) | 22 | -23
O=C(COC(=O)c1ccc(S(=O)(=O)N2CCCCC2)cc1)NCc1ccco1 | 28 | -3
N#CCCN1CCCN(CCC#N)CCN(CCC#N)CCCN(CCC#N)CC1 | -7 | 2
CC(C)(C)C1CCC(=NNS(=O)(=O)c2ccc(Br)cc2)CC1 (centres undefined) | 9 | -3
O=c1cc(-c2ccccc2)c2c(O)cc(O)cc2o1 | 17 | -7
Cn1c(N2CCN(c3ccccn3)CC2)nc2c1c(=O)n(Cc1ccc(Cl)cc1)c(=O)n2C | 3 | -22
CCOc1cc(CNCC(C)C)c(Cl)cc1OCC(=O)Nc1ccccc1 | 18 | -5
CCc1c(C)nc(SCC(=O)N2CCCCC2)[nH]c1=O | 9 | -12
O=C(O)c1cc(N2C(=O)CCC2=O)ccc1Cl | 5 | -19
CCC(C)NC(=O)c1cnn2c1NC(c1ccc3c(c1)OCO3)CC2C(F)(F)F (centres undefined) | 12 | -22
O=S(=O)(Nc1ccc(-c2ccc3nncn3n2)cc1)c1cc(F)ccc1F | 28 | 8
COc1cc(/C=C/C(=O)OC2CC3CCC2(C)C3(C)C)ccc1O (centres undefined) | 9 | -29
Cc1ccc(O)c(C(=O)/C=C/c2ccc3c(c2)OCCCO3)c1 | 34 | -10
O=C(OC1CCOC1=O)c1ccc(Cl)c(S(=O)(=O)N2CCOCC2)c1 (centres undefined) | 5 | -15
COc1cc(C2Nn3c(nnc3-c3ccccc3OC)S2)ccc1O (centres undefined) | 14 | -9
O=C(Nc1cc(Cl)cc(Cl)c1)C1CC(=O)N(C2CCCC2)C1 (centres undefined) | 25 | -31
COc1ccc(/C(N)=N/OC(=O)CSc2ccccc2)cc1OC | 6 | -11
Cc1ccc(NS(=O)(=O)c2cc([N+](=O)[O-])ccc2NNC(=S)Nc2cccc(Cl)c2)c(C)c1 | 4 | 16
C#CCOCCOCCOCCNc1nc(N2CCN(C(=O)[C@H](CCCCN)n3cc([C@@H](N)C(C)CC)nn3)CC2)nc(N2CCN(C(=O)[C@H](CCCCN)n3cc([C@@H](N)CC(C)C)nn3)CC2)n1 (some centres undefined) | 2 | -20
CN(C)C(=O)CSc1nnc2sc3ccccc3n12 | 9 | -4
CC1(C)C2CCC(C2)C1(C)NC(=O)CN1CCN(Cc2ccccc2)CC1 (centres undefined) | -6 | -11

# Profiles, looked up by structure. Screens in order: OX1R antag-1	OX1R antag-2
# `CC1(C)C2CCC(C2)C1(C)NC(=O)CN1CCN(Cc2ccccc2)CC1` (centres undefined) in the list: -6	-11
# `COc1cc(/C=C/C(=O)OC2CC3CCC2(C)C3(C)C)ccc1O` (centres undefined) in the list: 9	-29
# `C#CCOCCOCCOCCNc1nc(N2CCN(C(=O)[C@H](CCCCN)n3cc([C@@H](N)C(C)CC)nn3)CC2)nc(N2CCN(C(=O)[C@H](CCCCN)n3cc([C@@H](N)CC(C)C)nn3)CC2)n1` (some centres undefined) in the list: 2	-20

# (further entries)
SMILES | OX1R antag-1 | OX1R antag-2
Cc1cccc(NC(=O)N[C@@H](C)C(=O)O)c1 | 0 | 6
COc1ccc(SCCC(=O)NCc2ccncc2)cc1 | 5 | -22
Cc1cccc(OC(=O)c2ccncc2)c1C | 17 | -4
COc1cc(C(=S)N2CCCC2)ccc1OCc1ccc(C)cc1 | 17 | 2
Cn1c(CCNC(=O)c2ccco2)nc2cc(NC(=O)c3ccco3)ccc21 | 9 | -11
COc1ccccc1N1CCN(C2CC(=O)N(C)C2=O)CC1 (centres undefined) | 9 | -17
O=C(N/N=C/c1ccc(OC(=O)c2cccc(Br)c2)cc1)c1cccnc1 | 10 | -8
CC(SCC(=O)NC(C)C1CC2CCC1C2)C(=O)O (centres undefined) | 17 | -5
O=C(N/N=C/c1ccccc1C(=O)O)c1cccc(S(=O)(=O)N2CCOCC2)c1 | 6 | -9
Cc1nnc(SCc2nnc(-c3ccccc3Br)o2)s1 | 14 | -12
CCCn1c(C2CCCN2c2nc(C)cs2)nc2cc(Cl)c(Cl)cc21 (centres undefined) | 13 | -33
CCOC(=O)c1c(-c2ccccc2)nnn1-c1nc(OC)nc(N2CCOCC2)n1 | 24 | -11
CCOc1ccc(OCc2ccc(C(=O)NCC3CCCO3)o2)cc1 (centres undefined) | 12 | -20
O=c1[nH]cccc1-c1nc2ccccc2n1Cc1ccc(F)cc1 | -2 | -9
O=C1c2ccccc2-c2cccc(NS(=O)(=O)c3ccc(C(F)(F)F)cc3)c21 | 11 | -12
O=C(Nc1ccc(S(=O)(=O)N2CCOCC2)cc1)c1ccc(F)cc1 | 8 | -6
CCCCCn1c(N2CCOCC2)nc2c1c(=O)n(CC(N)=O)c(=O)n2C | -1 | -15
COc1ccc(OCC(=O)Sc2ccc(C)cc2)cc1 | 15 | 1
CN(C)CCCNCCCNC(=O)/C(=N\O)c1ccccc1 | 21 | -9
CN(CC(=O)N1CCOCC1)C(=O)CSc1nc2ccccc2s1 | 3 | -5
COc1cccc(NC(=O)N2CCC(NC(=O)C3CCCCC3)CC2)c1 | 27 | -4
N#C/C(=C/Nc1ccccc1C(=O)O)C(N)=O | 12 | -5
CSc1nncc(=O)[nH]1 | 7 | -9
CC(OC(=O)CCCOc1ccccc1)C(=O)Nc1ccc(Cl)cn1 (centres undefined) | 4 | -12
COC(=O)C1=CN(CC2CCCO2)C=C(C(=O)OC)C1c1cc(OC)c(OC)c(OC)c1 (centres undefined) | 18 | -36
Cc1cnc(NC(=O)CCc2ccccc2)s1 | -5 | -19
COc1ccc(C2(O)CCN(Cc3nnnn3Cc3ccc(F)cc3)CC2)cc1 | 2 | 1
Cc1ccn2cc(CCNC(=O)C3CCCCC3)nc2c1 | 7 | -12
O=C(O)c1cccc(S(=O)(=O)Nc2ccc(S(=O)(=O)N3CCOCC3)cc2)c1 | 3 | -6
COc1cc2c(cc1NC(=O)CSc1nc3ccc(C)cc3[nH]1)oc1ccccc12 | 25 | -17

# Filtered by structure, those above containing bromine.
SMILES | OX1R antag-1 | OX1R antag-2
O=C(CSc1nc(Nc2ccccc2)nc(N2CCOCC2)n1)Nc1ccc(Br)cc1F | 31 | -29
O=C(CC(c1ccccc1)c1cc(Br)ccc1O)NCCCN1CCOCC1 (centres undefined) | 11 | -23
Fc1ccc(Br)cc1C1C=C(c2ccc(Br)cc2)Nc2ncnn21 (centres undefined) | 13 | -13
CC(C)(C)C1CCC(=NNS(=O)(=O)c2ccc(Br)cc2)CC1 (centres undefined) | 9 | -3
O=C(N/N=C/c1ccc(OC(=O)c2cccc(Br)c2)cc1)c1cccnc1 | 10 | -8
Cc1nnc(SCc2nnc(-c3ccccc3Br)o2)s1 | 14 | -12

# Going on with the list.
SMILES | OX1R antag-1 | OX1R antag-2
Cc1ccccc1NC(=S)N(Cc1ccccc1)Cc1cccs1 | 38 | -24
CCC(=O)Nc1ccccc1C(=O)OCC(=O)c1ccc2ccccc2c1 | 10 | -11
COc1cc(C(=O)NCCN2CCCC2)cc(OC)c1OC | 1 | -10
Cc1cc(C)cc(C(=O)Nc2ccc3[nH]c(=O)[nH]c3c2)c1 | 22 | -21
CC(=O)Nc1sc2c(c1CN1CCN(c3ccc(F)cc3)CC1)CCCC2 | -1 | -34
Cc1ccc(NC(=O)c2sc3nc(N)c(C#N)cc3c2N)cc1 | 33 | -12
CC(OC(=O)CCN=C1NS(=O)(=O)c2ccccc21)C(=O)Nc1ccc(N(C)C)cc1 (centres undefined) | 11 | -8
CC[C@]12c3[nH]c4cc(-c5ccco5)ccc4c3CCN1C(=O)[C@@H](CC(=O)NCc1ccc(OC)c(OC)c1)C[C@@H]2C(=O)N1CCN(C(=O)c2ccco2)CC1 | 9 | -17
CSc1nc2nc3c(cn2n1)C(=O)CC(c1ccccc1)C3 (centres undefined) | 5 | -18
CCOC(=O)c1c(-c2ccc(C)cc2)csc1NC(=O)c1cc2ccccc2oc1=O | 20 | -20
O=C(CSc1ccc2ccccc2c1)NCCCN1CCCC1=O | 24 | -19
Cc1ccc(C(=O)NNC2=NCCC2)cc1 | -1 | -4
CCC(C)NC(=O)Cn1nc([N+](=O)[O-])c(Cl)c1C (centres undefined) | 19 | -21
CSc1nsc(/C=C/Nc2ccc(C)c(C)c2)c1C#N | 5 | -32
COc1ccc(-c2ccc(=O)n(Cc3ccccc3)n2)cc1 | 16 | 13
O=C(NCC1COc2ccccc2O1)C1CCCN(S(=O)(=O)c2cccc3cccnc23)C1 (centres undefined) | 56* | -24
COc1ccc(O)c(/C=N\NC(=O)CCn2nnc3ccccc32)c1 | 22 | -30
CCN(CC)CCn1c(=S)[nH]c2cc(Cl)ccc2c1=O | 7 | -16
COc1cccc(/C=N/N(C)C2=NS(=O)(=O)c3ccccc32)c1O | -4 | -12
COc1cccc(C2=NOC(C(=O)NCc3ccc(F)cc3)C2)c1 (centres undefined) | 18 | -21
COc1cc(CC(CC(=O)O)CC(C)OCc2ccccc2)cc(OC)c1 (centres undefined) | 66 | 8
CC1(C)Cc2c(sc3ncn4c(=S)[nH]nc4c23)CO1 | 11 | -2
COC(=O)COn1c(SC(C)C)nc2ccccc2c1=O | 17 | -6
O=C(Nc1cccn(Cc2c(Cl)cccc2Cl)c1=O)c1c(Cl)cccc1Cl | 56* | 8
O=C(Nc1ccc(Br)cc1F)c1ccc2c(c1)N(Cc1ccccc1)C(=O)CS2=O (centres undefined) | 13 | -19
O=C(CSc1cccc[n+]1[O-])Nc1cc(S(=O)(=O)N2CCOCC2)ccc1Cl | -3 | -2
Cc1cc(C)cc(N(C(=O)c2ccccn2)C(C(=O)NC2CCCCC2)c2cccs2)c1 (centres undefined) | 64* | 48*
Cc1nn(C)cc1CN(C)Cc1ccc(OCC(O)CN2CCCCC2)cc1 (centres undefined) | -2 | -14
COCCN1CC(CNC(=O)c2cc(COc3ccccc3SC)on2)CC1=O (centres undefined) | 15 | -17
CC1(C(=O)OCC(=O)Nc2ccc(Cl)cn2)CC1(Cl)Cl (centres undefined) | 3 | -5
COc1cccc(-c2nc(-c3ccc4c(c3)NC(=O)CO4)cs2)c1 | 35 | -14
COc1ccc(S(=O)(=O)N2CCC(C(=O)NC3CC3)CC2)cc1C | 9 | -8
Cc1c(NC(=S)NC(=O)c2cccc(Cl)c2)c(=O)n(-c2ccccc2)n1C | 2 | -25
Cc1cc(C(=O)CSc2ncccn2)c(C)n1-c1cccc(F)c1 | 12 | -15
CN(C)C(CNC(=O)c1ccc2ccccc2n1)c1ccccc1 (centres undefined) | 23 | -10
Cc1cccc(NC(=O)CCC(=O)OCc2ccc(Br)cc2)c1 | 11 | -15
N#Cc1c(NCCO)ccc([N+](=O)[O-])c1NCCO | 50* | -7
CC(=O)NCc1cccc(CNC(C)=O)n1 | 4 | -23
O=C(CN1CCc2ccccc2C1)Nc1cc(S(=O)(=O)N2CCOCC2)ccc1N1CCCC1 | 10 | -2
CCOc1ccc(S(=O)(=O)Nc2ccc(C(=O)NCC(c3ccc(OC)cc3)N3CCOCC3)cc2)cc1 (centres undefined) | 2 | 4
O=[N+]([O-])c1cc(S(=O)(=O)N2CCCC2)ccc1SCCO | 40 | -16
CCS(=O)(=O)Nc1ccccc1C(N)=O | 9 | -6
